Screening results deposited in PubChem BioAssay by NCI.
All columns: NCI-60 one-dose screen, growth in % after 48 h at 10 µM unless noted; 100 = growth as untreated, 0 = no growth, -100 = all killed.
A549/ATCC: A549/ATCC NSCLC; 81,000 compounds, 3.7% hits
RPMI-8226: RPMI-8226 leukemia cells; 77,000 compounds, 7.5% hits
MOLT-4: MOLT-4 leukemia cells | 80,000 compounds, 6.9% hits
HOP-92: HOP-92 NSCLC cells | 71,000 compounds, 6.3% hits
EKVX: EKVX NSCLC. 71,000 compounds, 3% hits
HOP-62: HOP-62 NSCLC; 80,000 compounds, 3.9% hits
CCRF-CEM: CCRF-CEM leukemia. 77,000 compounds, 7% hits. AID 1794778
M14: M14 melanoma | 80,000 compounds, 6.2% hits | AID 1794745
* hit, by the source's call; x = not tested or not shown; & = joins results of further samples; ! = repeats disagree; [ ] = dose if it differs, or a comment. Rule for the calls: active = growth percent below 10; inactive = the rest.

1) CCN1CC2=C(Nc3nc(SC)[nH]c(=O)c3C2c2ccc(Cl)cc2)/C(=C/c2ccc(Cl)cc2)C1 (centres undefined)
2) CCc1cccc(C)c1NC(=O)CCC(=O)OC
3) CN(C)c1ccc(NC(=O)[C@@H]2CCC(=O)N2)cc1
4) CC1CCc2c(sc3nc(SCC(=O)NN)n(-c4ccccc4)c(=O)c23)C1 (centres undefined)
5) C[C@]1(Cn2ccnn2)C(C(=O)O)N2C(=O)CC2S1(=O)=O (some centres undefined)
6) COC(=O)c1ccccc1C(=O)O
screen / no.	1	2	3	4	5	6
A549/ATCC	x	104	76	104	101	109
RPMI-8226	53	115	94	113	109	113
MOLT-4	39	113	86	117	79	100
HOP-92	56	124	85	91	109	110
EKVX	60	101	96	90	112	113
HOP-62	115	109	91	94	x	109
CCRF-CEM	47	113	88	100	112	100
M14	85	97	94	97	122	111

7) CN(C)CCNC(=O)c1ccc(-c2nc3ccc4[nH]ncc4c3c3c2CCC3)cc1
8) CCCn1cnc2c(c1=N)C(c1ccc(Cl)cc1)c1sc3c(C)cccc3c1O2 (centres undefined)
9) O=C(O)CCc1cccc2c1OCO2
10) CCCCOC(=O)c1ccc(Cl)cc1
11) CCCC(C)(O)c1ccccc1 (centres undefined)
12) Cc1ccc(S(=O)(=O)NCCNc2cc(-c3cn(C(C)(C)C)nc3-c3ccccc3)ccn2)cc1
screen / no.	7	8	9	10	11	12
A549/ATCC	8.0*	29	103	99	101	90
RPMI-8226	-16*	1.4*	102	112	106	89
MOLT-4	7.3*	15	101	104	91	88
HOP-92	-30*	x	92	108	97	58
EKVX	15	43	106	106	93	78
HOP-62	5.7*	44	102	95	101	106
CCRF-CEM	3.5*	4.0*	113	90	103	96
M14	x	8.1*	92	101	92	97

13) CCOC(=O)c1c(C)nc2c(c1N)/C(=C/c1ccccn1)C(=O)N2Cc1ccccc1
14) c1ccc(CN2CCC(N3CCCC3)CC2)cc1
15) COC(=O)CC[C@@H]1C(C)=CC(=O)[C@@]2(F)[C@H]1CCC1=CC(=O)C=C[C@@]12C
16) COC(=O)C1(C)CCc2c(ccc3ccc(OC)cc23)C1=O (centres undefined)
17) CC/C(=C(/c1ccc(O)cc1)c1ccc(OCCN(C)C(=O)CCOCCNC(=O)Cc2ccc3c(c2)CN([C@@H]2CCC(=O)NC2=O)C3=O)cc1)c1ccccc1
18) F[C@@H]1CCO[C@H](c2ccc3ccccc3c2)C1
screen / no.	13	14	15	16	17	18
A549/ATCC	45	100	96	93	88	102
RPMI-8226	-26*	102	97	91	78	105
MOLT-4	-13*	x	104	94	x	95
HOP-92	30	90	98	97	21	90
EKVX	25	107	100	95	98	94
HOP-62	-8.7*	102	96	93	52	100
CCRF-CEM	2.5*	101	92	112	23	96
M14	0.9*	97	97	107	65	102

19) N=C(N)SCC(=O)c1ccccc1
20) O=c1nc(SCc2cc(F)cc(C(F)(F)F)c2)nc(SCc2ccc3sccc3c2)[nH]1
21) N#Cc1c(N2CCNCC2)nc2sc3cc(Cl)ccc3n2c1=N
22) O=c1n(CCO)c(=O)n(CCO)c(=O)n1CCO
23) O=c1nc2c(-c3nc(-c4ccc(Cl)cc4)no3)n[nH]n2c2sc3c(c12)CCCC3
24) COC(=O)[C@H](Cc1ccccc1)NC(=O)[C@@H]1CCCN1C(=O)CNC(=O)[C@H](CCSC)NC(=O)OCc1ccccc1
screen / no.	19	20	21	22	23	24
A549/ATCC	91	93	107	111[100 µM]	101	96
RPMI-8226	94	69	107	112[100 µM]	108	115
MOLT-4	90	83	116	114[100 µM]	110	103
HOP-92	96	100	83	96[100 µM]	95	101
EKVX	101	87	91	91[100 µM]	96	91
HOP-62	99	103	100	104[100 µM]	97	114
CCRF-CEM	94	79	105	102[100 µM]	106	111
M14	101	104	115	99[100 µM]	103	110

25) Nc1nnc(CSc2nnc3sc4ccccc4n23)s1
26) CSc1nc2nc3c(c(-c4ccc(Cl)cc4)c2c(=O)[nH]1)CCC/C3=C\c1ccc(Cl)cc1
27) COc1cc(NC(=O)Nc2cccc(-c3cc(=O)c4c(OC)c(OC)c(OC)cc4o3)c2)cc(OC)c1OC
28) COc1ccc(C2=NN(c3ccc(S(N)(=O)=O)cc3)C(c3cn(-c4ccccc4)nc3-c3ccc(C)cc3)C2)cc1OC (centres undefined)
29) Cc1ccc2c(c1)[C@](O)(C(C)C)CC[C@]2(C)O
30) C#CC1(NC(=S)Nc2cccc(OC)c2)CCCCC1
screen / no.	25	26	27	28	29	30
A549/ATCC	109	99	57	80	75	105
RPMI-8226	107	104	31	75	95	102
MOLT-4	101	86	32	85	91	88
HOP-92	96	x	-9.0*	125	95	x
EKVX	110	103	62	x	93	104
HOP-62	90	98	50	98	80	97
CCRF-CEM	105	82	35	83	65	104
M14	104	105	55	101	100	115

31) COc1ccc(C2=NN(C(N)=S)C(c3ccc(Cl)cc3)C2)cc1S(N)(=O)=O (centres undefined)
32) O=C(O)c1ccc(C2CCC(O)CC2)cc1 (centres undefined)
33) Cc1cc2c(c(=O)o1)C(c1ccc(OC(=O)N3CCOCC3)cc1)C(C#N)=C(N)O2 (centres undefined)
34) O=C(CC(CC(=O)c1ccccc1)c1ccco1)c1ccccc1
35) O=C(/C=C/c1ccc(Cl)cc1)Nc1ncc(Cc2ccc(Br)cc2)s1
36) O=C1CCc2c(sc3[nH]c(=S)n(Cc4ccc(Cl)cc4)c(=O)c23)C1
screen / no.	31	32	33	34	35	36
A549/ATCC	91	95	100	99&89	72	5.3*
RPMI-8226	92	x	109	85&86	91	-25*
MOLT-4	107	99	98	84&78	85	18
HOP-92	115	78	113	65&67	85	-44*
EKVX	98	110	x	67	79	-2.5*
HOP-62	122	88	90	94&98	83	-11*
CCRF-CEM	93	98	111	91&87	86	-9.5*
M14	96	104	110	95&103	32	12

37) c1cc(CSc2ncnc3nc[nH]c23)ccn1
38) COC(=O)/C(=C\c1ccc(O)c(O)c1O)c1nc(C#N)c(NCCO)o1
39) Nc1ccc(O)c2ccccc12
40) C1CNCCNC1
41) CCOC(=O)c1nc(-c2ccc(C)cc2)oc1Sc1ccc(Br)cc1
42) CNc1ccc(NC)c2c1C(=O)c1ccccc1C2=O
screen / no.	37	38	39	40	41	42
A549/ATCC	106	60	105	98	93	100
RPMI-8226	103	30	85	103	82	90
MOLT-4	99	39	73	112	61	92
HOP-92	96	x	x	101	92	78
EKVX	96	93	90	x	111	95
HOP-62	97	52	100	101	98	87
CCRF-CEM	104	30	90	x	78	84
M14	97	55	103	101	96	113

43) COc1ccc(S(=O)(=O)NCCNc2nccc(-c3c(-c4cccc(F)c4)nc4sccn34)n2)cc1
44) CCOc1ccccc1N=C1NC(=O)CS1
45) CCOc1ccccc1Nc1cc(Cl)nc(N)n1
46) Cn1c(=O)c2[nH]c(N/N=C/c3ccccc3C(=O)O)nc2n(C)c1=O
47) COc1cc2nc(-c3ccc(Cl)cc3)cc(OCCN3CCCCC3)c2cc1OC
48) CCCC(=O)N[C@H]1C[C@H]2CC[C@@]1(C)C2(C)C
screen / no.	43	44	45	46	47	48
A549/ATCC	22	102	107	100	94	100
RPMI-8226	28	110	96	100	68	104
MOLT-4	34	96	x	102	77	98
HOP-92	72	105	78	110	73	95
EKVX	40	102	93	122	74	105
HOP-62	73	103	111	109	90	107
CCRF-CEM	32	107	97	101	89	99
M14	38	109	106	105	33	103

49) Clc1ccccc1CN1CCCC1
50) O=C1CC2(CCOCC2)Oc2cccnc21
51) O=C1C(Cl)C(c2cccnc2)N1Nc1ncnc2ccccc12 (centres undefined)
52) Nc1c(C(=O)Nc2ccccn2)sc2nc3c(cc12)CCCCCCCC3
53) Cc1cccc2c1C[C@@]1(C2=O)C(c2ccccc2)=NOS1=O (some centres undefined)
54) N#Cc1ccc(/C=C/C(=O)c2ccccc2)cc1
screen / no.	49	50	51	52	53	54
A549/ATCC	101	105	104	80	87	99&88
RPMI-8226	118	123	106	98	88	-55*
MOLT-4	100	109	104	67	77	-35*!
HOP-92	96	128	109	89	69	86&73
EKVX	100	106	100	79	87	111&96
HOP-62	108	105	96	78	82	110&97
CCRF-CEM	114	43	104	89	95	3.6*!
M14	100	x	102	71	91	102&99

55) CCCCN(CCCC)CCCO
56) Cc1ccc(CN(C)C)o1
57) N#Cc1c(Cl)nc(SCc2ccc([N+](=O)[O-])cc2)nc1-c1ccc(Cl)cc1
58) C1COCC(CC2COCCN2)N1 (centres undefined)
59) c1ccc(/C(=N\N=C(/c2ccccc2)c2cccs2)c2cccs2)cc1
60) O=C(Nc1ccc(-c2n[nH]c(=S)o2)cc1)C1CSC(c2ccccc2)N1 (centres undefined)
screen / no.	55	56	57	58	59	60
A549/ATCC	106	81	107	105	105	99
RPMI-8226	158	87	106	91	x	105
MOLT-4	113	85	122	96	92	98
HOP-92	x	69	x	x	92	105
EKVX	110	100	104	108	98	103
HOP-62	106	77	98	108	102	95
CCRF-CEM	x	94	109	89	x	111
M14	108	88	107	105	101	101

Compounds from the list above with fluorine (four):
15) COC(=O)CC[C@@H]1C(C)=CC(=O)[C@@]2(F)[C@H]1CCC1=CC(=O)C=C[C@@]12C
18) F[C@@H]1CCO[C@H](c2ccc3ccccc3c2)C1
20) O=c1nc(SCc2cc(F)cc(C(F)(F)F)c2)nc(SCc2ccc3sccc3c2)[nH]1
43) COc1ccc(S(=O)(=O)NCCNc2nccc(-c3c(-c4cccc(F)c4)nc4sccn34)n2)cc1
screen / no.	15	18	20	43
A549/ATCC	96	102	93	22
RPMI-8226	97	105	69	28
MOLT-4	104	95	83	34
HOP-92	98	90	100	72
EKVX	100	94	87	40
HOP-62	96	100	103	73
CCRF-CEM	92	96	79	32
M14	97	102	104	38

Carrying on.
61) O=S(=O)(Nc1ccc(F)c(Cl)c1)c1ccc(-c2cnc(C3CC3)o2)cc1
62) CCn1cc(C(=O)O)c(=O)c2cnc(N3CCCC3)nc21
63) CN1CCN(c2nc(-c3ccccc3)cc(=O)n2C)CC1
64) Cc1ccc(S(=O)ONc2cccc(NOS(=O)c3ccc(C)cc3)c2)cc1 (centres undefined)
65) COC(=O)c1ccccc1C(=O)OCC(C)(C)[N+](=O)[O-]
66) COc1ccc2[nH]c(=O)c(/C=C/C(=O)c3ccc(Nc4nccc(-c5ccc(Cl)cc5)n4)cc3)cc2c1
screen / no.	61	62	63	64	65	66
A549/ATCC	21	96	91	96	100	101
RPMI-8226	19	x	100	74	97	88
MOLT-4	29	108	104	85	108	98
HOP-92	42	x	86	94	85	92
EKVX	32	94	105	82	93	97
HOP-62	33	108	87	97	105	95
CCRF-CEM	20	x	100	82	98	93
M14	25	97	96	105	105	95

67) N#Cc1c(NC(=O)c2cccc(C(F)(F)F)c2F)sc2c1CCC(=O)C2
68) NS(=O)(=O)c1ccc(NCCC(=O)c2ccc3ccccc3c2)cc1
69) O=C(/C=C/c1ccc(I)cc1)c1c(O)ccc2ccccc12
70) O=C1NC(=O)C2C(=O)NC(=O)C1C21CCc2ccccc21 (centres undefined)
71) c1cn(C23CC4CC(CC(C4)C2)C3)cn1
72) CN(C)c1ccc(CN2CCCC3CC2c2cc(Cl)ccc23)cc1 (centres undefined)
73) COc1ccc(NCC(=O)Nc2ccccn2)cc1
74) O=C1C(Nc2ccc(S(=O)(=O)Nc3nccs3)cc2)=C(I)C(=O)c2ncccc21
75) COc1ccc(CSc2nc3ccc(Cl)cc3c(=O)n2-c2ccc(Cl)cc2)cc1
screen / no.	67	68	69	70	71	72	73	74	75
A549/ATCC	12	93	99	103	99	93	102	106	97
RPMI-8226	-25*	99	84	115	107	70	115	107	87
MOLT-4	-0.7*	99	87	111	95	96	104	104	88
HOP-92	-66*	99	96	89	112	40	93	118	25
EKVX	5.5*	95	74	90	106	x	101	103	x
HOP-62	19	100	93	94	99	77	94	115	100
CCRF-CEM	7.8*	106	89	79	106	80	98	116	88
M14	x	108	92	103	100	90	97	115	100
